NPYLR7 ag = agonists of mosquito NPYLR7 receptor, primary screen, cell-based, Aedes aegypti, calcium fluorescence, mosquito biting behavior. Aedes aegypti neuropeptide Y-like receptor 7 (NPYLR7). HEK293T NPYLR7/Galpha15, GCaMP6s calcium fluorescence. activation, % at 10 µM. actives 0.15% (n = 270,000); in the data active = activation above about 40%;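 note: 0% = vehicle and 100% = reference agonist at the receptor; some compounds past the cut are filed as inactive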
hcGAS inh = Primary biochemical luminescence assay for human cyclic GMP-AMP synthase inhibitors; Q8N884; recombinant h-cGAS, ATP depletion, Kinase-Glo luminescence; inhibition, % at 12.5 µM; actives 0.081% (n = 290,000); AID 1259398, 2018;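 note: 0% = vehicle reaction and 100% = reaction without DNA for no activity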
Target sequence (Q8N884 whole entry, looked up): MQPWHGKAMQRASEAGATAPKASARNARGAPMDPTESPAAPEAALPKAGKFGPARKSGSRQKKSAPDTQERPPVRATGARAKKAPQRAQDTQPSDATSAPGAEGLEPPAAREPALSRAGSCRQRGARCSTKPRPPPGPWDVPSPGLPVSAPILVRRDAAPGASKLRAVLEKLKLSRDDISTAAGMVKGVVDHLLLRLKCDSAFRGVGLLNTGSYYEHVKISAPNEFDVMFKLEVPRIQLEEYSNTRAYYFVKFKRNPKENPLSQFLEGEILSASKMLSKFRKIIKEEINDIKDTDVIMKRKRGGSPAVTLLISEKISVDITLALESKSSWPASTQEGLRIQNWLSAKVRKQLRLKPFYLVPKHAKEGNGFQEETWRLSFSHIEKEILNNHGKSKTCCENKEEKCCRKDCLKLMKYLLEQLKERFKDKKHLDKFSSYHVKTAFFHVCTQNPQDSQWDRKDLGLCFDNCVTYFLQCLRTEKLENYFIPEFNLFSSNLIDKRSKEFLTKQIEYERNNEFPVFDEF
mcGAS lum = cyclic GMP-AMP synthase inhibitors, mouse, primary biochemical chemiluminescence. Q8C6L5. recombinant cGAS, Kinase-Glo ATP depletion luminescence. inhibition, % at 12.5 µM. actives 0.15% (n = 160,000). AID 1259399, 2018;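 note: 0% = negative control wells and 100% = reference inhibitor with no enzyme activity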
* = called active by the depositor; . = no result given; & = joins results of further samples. Cut-off read from the data, not from the text of the source, unless noted: active = inhibition above about 40%; inactive = the rest.

SMILES | NPYLR7 ag | hcGAS inh | mcGAS lum
COc1cc(CNC(=O)c2sc(C)nc2-c2ccccc2)ccc1O | 2 | -6 | -12
CC(C)c1ccc(C2NC(=O)N(C)C3=C2C(=O)N(CCc2ccccn2)C3)cc1 (stereo not given) | -5 | -7 | -8
CC(C)(C)c1cc(CN2CCCN3CCC[C@H]3C2)[nH]n1 | 6 | -9 | .
COc1cc(CN2C(=O)C(C)(C)ON=C2c2ccco2)cc(OC)c1 | -3 | 0 | .
O=C(NCc1ccc(F)cc1)c1coc(CN(CCc2c[nH]c3ccccc23)Cc2ccccc2Cl)n1 | 19 | -6 | -4
O=C(c1ccc2cccnc2n1)N1C[C@@H]2[C@H](C1)[C@H]1CC[C@@H]2O1 | 0 | -6 | .
COc1cc(OC)cc(C(=O)Nc2c(C#N)cnn2C)c1 | -1 | -1 | .
Cc1ncc(COC(=O)c2oc3c(c2C)C(=O)CC(C)(C)C3)s1 | -3 | 4 | .
CCOC(=O)c1sc(NC(=O)c2ccc([N+](=O)[O-])s2)nc1C | 7 | -5 | -5
CCCCc1ccc(-n2c(C)c(C)n3c4c(=O)n(CCOCC)c(=O)n(C)c4nc23)cc1 | 3 | -5 | -9
CCC(=O)N1CC2(C)CN(C(=O)CC)CC(C)(C1)C2 | . | -4 | -2
COc1ccc(-n2c(SCC(=O)N3CCN(C(=O)CCC4CCCC4)C(C)C3)nnc2-c2ccc(C)cc2)cc1 (stereo not given) | 14 | -1 | -4
S=c1[nH]nc(Cn2nnc3ccccc32)n1Cc1ccccc1 | -3 | -4 | .
CCCOCCOC(=O)C1=C(C)NC2=C(C(=O)C(C(=O)OC)C(C)C2)C1c1ccc(C)o1 (stereo not given) | 0 | -2 | .
C=CCCC(O)CN(CC(=O)N1CCc2sccc2C1COc1ccc(C)cc1)Cc1ccco1 (stereo not given) | 1 | -2 | -6
CCN(CC)S(=O)(=O)c1cccc(C(=O)NNC(=O)C2CC=CCC2)c1 (stereo not given) | 7 | -9 | .
COc1ccc(C2=NN(C(C)=O)C(c3nc4ccccc4[nH]3)C2)cc1 (stereo not given) | 11 | -3 | -7
COC(=O)c1cc(C=O)c2ccc3ccccc3n12 | -16 | -3 | .
Cc1ccc(C)n1NC(=O)c1ccccc1 | 1 | -1 | .
CCc1cc(C(=O)NC2CCCc3c2cnn3-c2ccc(F)cc2F)no1 (stereo not given) | 7 | 1 | .
COC(=O)c1cc2n(n1)CCN(C(=O)CCn1c(C)nc3ccccc31)C2 | 12 | -8 | .
O=C(c1cc(N2CCSCC2)nc2ccccc12)N1CC=CCC1 | -12 | 2 | .
C=CCn1c(OCc2ccccc2)n[nH]c1=S | -5 | -4 | -5
COC(C)C(=O)NS(=O)(=O)Cc1ccc(Cl)nc1 (stereo not given) | 6 | -11 | .
CC(=O)N1CCN=C1SCc1ccc(C)cc1 | 1 | -9 | .
Cc1ccsc1[C@@H]1CCN(C(=O)c2ccccc2-n2cccn2)C[C@H]1O | -2 | -2 | .
Cc1ccccc1CC1S/C(=C(/C#N)C(N)=O)N(c2ccc(Br)cc2)C1=O (stereo not given) | 5 | 3 | -5
COCC(C)OC(=O)C1CC1c1cccc(F)c1F (stereo not given) | 8 | -8 | .
CC(=O)N(CN1C(=O)c2cc(Cl)c(Cl)cc2C1=O)c1cccc(C)c1 | -9 | -2 | -5
COc1ccc(Cl)cc1NCC(=O)N(c1ccccc1)C1CCS(=O)(=O)C1 (stereo not given) | 5 | -13 | .
COc1cccc(C2c3c(oc4cc(C)c(Cl)cc4c3=O)C(=O)N2c2cc(C)on2)c1 (stereo not given) | 2 | 0 | .
C=CCn1c(SCC(=O)NC(=O)c2cccn2C)nnc1C1CCCCC1 | 0 | -6 | .
COc1cccc(C(CNC(=O)Nc2cccc([N+](=O)[O-])c2)N2CCCC2)c1 (stereo not given) | 1 | 5 | 0
COc1ccc(Nc2nc3c([nH]2)c(=O)[nH]c(=O)n3C)cc1 | -2 | -4 | -9
Cc1ccc(C)c(NC(=O)CSc2nnnn2C)c1 | -4 | 0 | .
COc1ccc(-c2nnc3ccc(SCC(=O)N4CCc5ccccc54)nn23)cc1 | 18 | -6 | -7
Cc1cccc2nc(C(=O)N(C)CC(=O)Nc3ccccc3Br)cn12 | 2&12 | -6&-4 | .
Cc1cccc(Cn2c(=O)c(C(=O)NCCN3CCOCC3)nn(-c3ccc(Cl)cc3)c2=O)c1 | 3 | -2 | -8
Cc1noc(C)c1C(=O)N1CCC(n2c(=O)oc3cccc(C)c32)CC1 | 14 | 0 | -4
CC(C)c1ccc(C(=O)N2CCn3c(nnc3C(=O)N(C)C)C2)cc1 | 7 | -3 | .
COc1ccc2oc(=O)c(C(=O)Nc3cc(C(F)(F)F)ccc3Cl)cc2c1 | -4 | -2 | 0
Cc1nc(N2CCOCC2)sc1CNCC1CN(C)CCO1 (stereo not given) | 0 | -5 | .
CC(C)NC(=O)C(C#N)C(=O)CN1CCCCCC1=O (stereo not given) | 1 | -2 | .
Cc1cccc(-c2ccc(C(=O)N(C)CC3COc4ccccc4O3)cn2)c1C (stereo not given) | -5 | -13 | -14
COc1ccc(OC)c(NS(=O)(=O)c2c(C)noc2C)c1 | -3 | 3 | .
COCc1nn2c(nnc3c(=O)n(Cc4ccccc4)ccc32)c1-c1ccc(F)cc1 | -2 | -9 | .
O=C(Nc1ccc(Oc2ccccc2)nc1)C1CCN(CC2CC=CCC2)CC1 (stereo not given) | -2 | -3 | -3
O=C(Cn1cnc([N+](=O)[O-])n1)Nc1cc(Oc2ccc(F)cc2)cc([N+](=O)[O-])c1 | -12 | -1 | -4
Cc1cc(-c2ccc(N(C)C)cc2)nc(N)n1 | 0 | -4 | .
Cc1noc(C)c1CNC(=O)NCC1CCCOC1 (stereo not given) | 7 | -5 | .
O=S(=O)(c1ccc(S(=O)(=O)N2CCN(c3ncccn3)CC2)cc1)N1CCCCCC1 | 4 | -1 | .
O=C(c1ccc(N2CCC(NC3CCOC3)CC2)cc1)N1CCc2ccccc2C1 (stereo not given) | 5 | -8 | .
CC1=CN(C2=NS(=O)(=O)c3ccccc32)C(C)(O)C1 (stereo not given) | 2 | 12 | 2
COc1ccccc1-n1c(SCc2nc(C(=O)N3CCN(c4ccccc4F)CC3)cs2)nnc1-c1ccncc1 | -4 | -13 | -5
CC1CCc2[nH]nc(C(=O)N3CCN(C(=O)c4ccccc4)CC3)c2C1 (stereo not given) | 0 | -1 | -1
Cc1cccc(Nc2nc3nonc3nc2N/N=C\c2cc3c(cc2Br)OCO3)c1C | -5 | -1 | -5
N#Cc1ccc(C(=O)C=Cc2ccc(O)cc2)cc1 | 7 | -5 | 39
COc1ccccc1-c1noc(CCC(=O)N(C)C(C)c2ccon2)n1 (stereo not given) | 13 | -4 | -18
C=CCN(CC#Cc1ccccc1)Cc1ccncc1 | 21 | -1 | -16
Cn1c(=O)c2c(ncn2CCS(=O)(=O)NCc2ccco2)n(C)c1=O | 6 | 0 | .

Next part:
SMILES | NPYLR7 ag | hcGAS inh | mcGAS lum
CCN(CC)S(=O)(=O)c1ccc2c(c1)nc(SCc1ccc(OC(F)F)cc1)n2C(C)C | 26 | -1 | 0
O=C(Nc1ccc(-c2noc(-c3cccs3)n2)cc1)c1ccco1 | -1 | -5 | .
COc1ccc(CCOC(=O)c2ccc(C(N)=O)cc2)cc1 | -4 | -12 | .
CC1CCCN(c2cc(C(=O)NCc3cccc(Cl)c3)c3ccccc3n2)C1 (stereo not given) | -7 | 5 | 0
O=C1C(C(c2ccco2)N2CCN(c3cccc(Cl)c3)CC2)Sc2ncnn21 (stereo not given) | -2 | -8 | -7
Cc1cccc(CN(CC(O)COCc2ccco2)CC2CCCO2)c1 (stereo not given) | -1 | -5 | -4
O=C(Nc1ccc2c(c1)OCO2)C(C1CCCC1)N1CCN(C(=O)C2CCC2)CC1 (stereo not given) | 10 | -6 | -4
COc1cccc(/C=C2\Oc3c(ccc4c3CN(C3CC3)CO4)C2=O)c1OC | 5 | -5 | -7
CCOC(=O)C1=C(C)OC(=N)C(C(=O)OCC)C1c1cccc(O)c1 (stereo not given) | -7 | -6 | .
C=CCn1c(SCC(=O)Nc2ccccc2)nc2scc(-c3ccc(C)o3)c2c1=O | -7 | -4 | -6
O=C(N[C@H]1CCCC[C@@H]1O)c1ccc(CSc2ncccn2)o1 | -4 | -1 | -10
CC1CCc2sc(C(=O)NC(C)CN3CCCC3=O)cc2C1 (stereo not given) | 1 | -9 | -8
O=C(NCc1n[nH]c(=S)n1-c1ccccc1)c1cc(Cl)ccc1Cl | -6 | -3 | -6
O=C(c1ccccc1C1CCNC1)N1CCCN(C2Cc3ccccc3C2)CC1 (stereo not given) | 9 | -7 | .
CCc1oc2ccccc2c1-c1nccn1CCN(C)C | 6 | -10 | -12
OC1CCC(Nc2nccc3[nH]c(-c4ccccc4Cl)nc23)CC1 (stereo not given) | -6 | -6 | -7
CCCCC(=O)N(C)c1c(C)nc2ccc(C(=O)NCCCN3CCCC3=O)cn12 | 7 | -4 | -2
O=C(Nc1nc(-c2ccccc2)cs1)c1c[nH]c(=O)[nH]c1=O | 0 | -3 | .
CCN(CC)CC(C)NC(=O)c1ccc(N)cc1Cl (stereo not given) | 1 | 4 | .
CCCCN(CCCC)S(=O)(=O)c1ncn[nH]1 | -1 | -11 | .
O=C(c1cnn(-c2ccccc2)n1)N1CCN(S(=O)(=O)C2CC2)CC1 | 10 | -1 | .
Cc1cc(C)n(C)c(=O)c1C(=O)NCc1cccnc1Oc1ccccc1F | 6 | -2 | .
CCN(Cc1ccc(Cl)s1)C(=O)CCC(=O)c1ccc(C)s1 | 7 | -3 | .
Clc1ccc2c(c1)nc(Cl)n1c(C3CC3)nnc21 | -1 | 1 | .
CC(=O)Nc1nc(Cn2nc(C(C)(C)C)oc2=O)cs1 | 10&4 | -9&-11 | .
Cc1cc(C)[n+](C2C3CC4CC(C3)CC2C4)o1 (stereo not given) | 10 | 3 | .
O=C(Cn1c(CO)cnc1SCc1ccccc1F)NC1CCCC1 | -1 | -2 | .
COc1cccc([C@@H]2CCCN(Cc3ncccc3C(=O)O)C2)c1 | 18 | -6 | .
O=C(NCCC1COc2ccccc2O1)c1ccc(N2CCCCO2)nc1 (stereo not given) | 18 | -7 | .
COc1ccc(CCOC(=O)C2CCCCN2C(=O)c2cccc(SC(F)F)c2)cc1OC (stereo not given) | -6 | 0 | 0
COc1ccc(C(=O)N2C(C(=O)NC3CC3)COC23CCN(C(=O)c2ccc(OC)c(OC)c2)CC3)cc1 (stereo not given) | 0 | -5 | -6
NC(N)=NN=Cc1ccc(OCc2ccc(Cl)c(Cl)c2)cc1 | -3 | -3 | -4
COc1cc(C)c(CN2CCN(c3cc(N)nc(N)n3)CC2)cc1C | 10 | -1 | .
COc1ccc(-n2c(SCc3ccccc3C#N)nnc2-c2cccc(C)c2)cc1 | -3 | -3 | -2
O=c1nc(/C=C/c2cccc3ccccc23)cc(C(F)(F)F)[nH]1 | -9 | 3 | 2
O=C(CC(c1ccccc1)c1ccc2c(c1)OCO2)N1CCCC1 (stereo not given) | 18 | -7 | .
CCOC(=O)c1ccc(Nc2nc3nonc3nc2N/N=C\c2ccc(N(CC)CC)cc2OCc2ccc(Cl)cc2Cl)cc1 | 10 | -3 | -7
CN(Cc1nc2c(s1)CCCC2)CC1CCN(CCc2ccc(F)cc2)CC1 | 19 | -6 | -10
COc1cc(F)cc2sc(NC(=O)c3ccc(=O)n(C)c3)nc12 | -7&18 | 3&-6 | -15
O=C(CCc1ncc(-c2ccccc2F)o1)NCc1ccc2c(c1)OCO2 | . | -6 | -7
COc1nc(N)nc(N2CCCC2)c1C=O | 5 | -3 | .
COc1cccc(OC)c1-c1ccc(-n2cncc2C(=O)NCCSCc2c(Cl)cccc2Cl)cc1 | 15 | -10 | -8
Cc1c2c(nn1Cc1ccccc1)NC(=O)CC2COCc1ccccc1 (stereo not given) | -7 | -4 | .
CCCCSC(C)C(=O)NC1CCN(c2ncnc3nc[nH]c23)CC1 (stereo not given) | -5 | -7 | -14
O=C(Cn1ncc2ccccc2c1=O)NNC(=S)NC1CC2C=CC1C2 (stereo not given) | 2 | 1 | -3
COc1ccc2nc(-c3ccc(Cl)c(NC(=O)C(C)(C)C)c3)cn2n1 | -7 | -7 | -10
NC(N)=NC(N)=Nc1cccc2ccccc12 | -7 | -7 | .
Cc1ccc2sc(NNC(=O)c3cc(=O)c4ccccc4o3)nc2c1C | 3 | -3 | 0

Assay outcomes as filed in PubChem.
